# HRas wt GTP = modulators of GTP binding to HRas wildtype, primary screen, biochemical, bead-based flow cytometry, multiplex | GTPase HRas (Homo sapiens), P01112 | GST-Ras wt beads, Bodipy-FL-GTP binding; actives lie on both sides | GTP binding activity, % at 10 µM | 190,000 tested, 0.14% active | AID 759, 2007;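 active means GTP binding activity at least 20% away from the 100% baseline, either lowered as inhibitor or raised as activator; inconclusive means flagged as likely green fluorescent, judged across all proteins in the well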;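 further: 0% = unlabeled GTP competition control and 100% = no-compound control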
# Target sequence (P01112 whole entry, looked up): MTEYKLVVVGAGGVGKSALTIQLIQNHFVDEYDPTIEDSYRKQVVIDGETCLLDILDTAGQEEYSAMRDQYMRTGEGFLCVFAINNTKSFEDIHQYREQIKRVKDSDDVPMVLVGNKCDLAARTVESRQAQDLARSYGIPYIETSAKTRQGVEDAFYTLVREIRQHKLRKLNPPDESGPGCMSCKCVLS
# Avidin bead fluor = green autofluorescence of compounds with avidin beads – biophysical, 488/530 nm, flow cytometry, artefact control, profiling panel; compound fluorescence 488/530 nm; active compounds read high; fluorescence (KMESF) at 10 µM; 220,000 tested, 0.38% active; AID 1775, 2009; in the data active means fluorescence above about 47; further: inactives centre near 10
# Rac1 act GTP bind = GTP binding modulators of activated mutant Rac1, primary screen, biochemical, bead-based flow cytometry, multiplex, fluorescent GTP; Ras-related C3 botulinum toxin substrate 1 (Homo sapiens), P63000; GST-Rac1 activated beads; actives lie on both sides; 100% means binding = to untreated wells; percent activity (GTP binding), % at 10 µM; 190,000 tested, 0.11% active; AID 764, 2007;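 active means GTP binding at least 20 percentage points away from the 100% baseline, in either direction, so actives lie on both sides; inconclusive means Compound likely fluorescent itself, or too few beads counted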
# Rac1 wt GTP bind = wildtype Rac1 GTP binding modulators, primary screen, biochemical, GST-Rac1 beads, flow cytometry, multiplex. fluorescent GTP binding; actives lie on both sides; 0 = cold GTP competed, 100 = untreated. Ras-related C3 botulinum toxin substrate 1 (Homo sapiens), P63000. GTP binding activity (% of control), % at 10 µM. AID 757, 2007. 190,000 tested, 0.27% active;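 active means GTP binding activity at least 20 points away from the 100% control level, either lower or higher; inconclusive means compound flagged as likely green fluorescent, judged across all proteins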
# Mcl1 Bid PPI = Mcl-1/Bid binding inhibitors, primary screen, biochemical, TR-FRET, 1536-well; Induced myeloid leukemia cell differentiation protein Mcl-1 (Homo sapiens), Q07820; TR-FRET Mcl-1/Bid-Dy647 peptide binding; inhibition, % at 21.7 µM; 220,000 tested, 0.97% active; AID 1021, 2008;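 active means compounds that cut the binding signal by more than half at the single screening dose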;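 further: His-tagged Mcl-1 with europium anti-His antibody binding Bid BH3 peptide; 0% = Mcl-1 plus peptide wells and 100% = peptide-only wells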
# Target sequence (Q07820 whole entry, looked up): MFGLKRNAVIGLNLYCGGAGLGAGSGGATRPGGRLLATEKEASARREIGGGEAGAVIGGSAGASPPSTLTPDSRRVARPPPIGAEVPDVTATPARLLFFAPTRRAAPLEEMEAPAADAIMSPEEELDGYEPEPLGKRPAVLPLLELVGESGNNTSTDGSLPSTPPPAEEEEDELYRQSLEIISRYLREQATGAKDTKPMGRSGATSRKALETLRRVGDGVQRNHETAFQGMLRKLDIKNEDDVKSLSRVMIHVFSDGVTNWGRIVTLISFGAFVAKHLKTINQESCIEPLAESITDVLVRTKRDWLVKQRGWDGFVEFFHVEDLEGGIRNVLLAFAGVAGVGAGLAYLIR
# Cdc42 wt GTP = modulators of GTP binding to wildtype Cdc42, primary screen, biochemical, multiplex bead flow cytometry, Bodipy-GTP; Cell division control protein 42 homolog (Homo sapiens), P60953; GST-Cdc42 beads; actives lie on both sides; percent activity (GTP binding), % at 10 µM; 190,000 tested, 0.2% active;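 active means percent activity GTP binding at least 20 points away from the 100% baseline, either down as inhibitor or up as activator; inconclusive means compound flagged as likely green fluorescent from well-wide comparison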;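 further: median bead fluorescence of bound Bodipy-FL-GTP at 100 nM; 0% = excess unlabeled GTP control and 100% = no compound control; below 100% means less GTP binding so inhibitor and above means activator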
# Target sequence (P60953 whole entry, looked up): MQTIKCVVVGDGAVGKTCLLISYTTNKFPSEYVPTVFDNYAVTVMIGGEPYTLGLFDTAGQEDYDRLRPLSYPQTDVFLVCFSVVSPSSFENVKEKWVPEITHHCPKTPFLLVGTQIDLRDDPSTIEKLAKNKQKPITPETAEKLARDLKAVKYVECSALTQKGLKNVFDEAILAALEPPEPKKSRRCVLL
# Mcl1 Noxa PPI = Mcl-1/Noxa binding inhibitors, primary screen, biochemical, TR-FRET, 1536-well. Induced myeloid leukemia cell differentiation protein Mcl-1 (Homo sapiens), Q07820. TR-FRET Mcl-1/Noxa peptide binding, 2 h. inhibition, % at 21.7 µM. 220,000 tested, 1.5% active. AID 1022, 2008;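 active means compounds that cut the protein-peptide binding signal by more than 50% relative to plate controls in a single-dose test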;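 further: His-tagged Mcl-1 with rhodamine Noxa BH3 peptide and terbium anti-His antibody; 0% = Mcl-1 plus Noxa peptide wells and 100% = peptide-only wells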
# Rab7 wt modul = modulators of GTP binding to Rab7, primary screen, biochemical, wildtype, multiplex bead flow cytometry; GTP binding activity (percent of control), % at 10 µM; GST-Rab7 beads, fluorescent GTP binding; actives lie on both sides; untreated = 100%, excess cold GTP = 0%; Rab7 GTPase wild type (dog), Bodipy-FL-GTP binding; 190,000 tested, 0.055% active;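 active means fluorescent GTP binding to Rab7 beads changed by at least 20 points from the 100% baseline, either direction, mostly lower; inconclusive means compound itself probably fluorescent, or too few beads counted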;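 further: median green fluorescence of bound Bodipy-FL-GTP per Rab7 bead population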
# Rab2 wt GTP = modulators of GTP binding to Rab2A wildtype, primary screen, biochemical, dog, bead-based flow cytometry, multiplex; Ras-related protein Rab-2A (Canis lupus familiaris), P61105; GST-Rab2 wt beads, Bodipy-GTP binding; GTP binding activity, % at 10 µM; 190,000 tested, 0.19% active;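 active means GTP binding activity at least 20 points away from 100%, either lowered or raised; inconclusive means signal likely due to the compound's own green fluorescence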;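 further: 0% = beads with excess unlabeled GTP and 100% = no-compound control corrected for plate trend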
# Pf gametocyte = late stage P. falciparum gametocyte viability inhibitors, primary screen, ATP luminescence, HTS; P. falciparum stage V gametocytes, 24 h; inhibition, % at 10.9 µM; 150,000 tested, 0.065% active; AID 743093, 2013;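 active means inhibition above the mean plus 3 SD of compounds within the control limits, set per campaign, cut at about 38% in these data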;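 further: 0% = DMSO wells and 100% = medium only without gametocytes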
# GSH fluor = compound fluorescence on glutathione beads, profiling panel, artefact control, biophysical, 488/530 nm, flow cytometry; fluorescence (KMESF) at 10 µM; 190,000 tested, 0.25% active; AID 1776, 2009; GSH beads flow cytometry, compound fluorescence 488/530 nm; active compounds read high; in the data active means fluorescence above about 89;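 further: glutathione beads carrying GST-tagged Bcl family fusion proteins plus one bare bead set; values are compound well signal with DMSO vehicle wells as background; inactives centre near 16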
# Active calls of the source: *; ? = inconclusive; nt = no result given.
mol	Rab7 wt modul	Avidin bead fluor	Rab2 wt GTP	Rac1 act GTP bind	Cdc42 wt GTP	Mcl1 Noxa PPI	Pf gametocyte	GSH fluor	Mcl1 Bid PPI	HRas wt GTP	Rac1 wt GTP bind
Cc1cc(C(=O)CN2C(=O)C(=O)N(Cc3ccccc3)C2=O)c(C)n1-c1ccc2c(c1)OCCO2	92	10	85	84	85	-2	nt	13	-18	88	87
COCCNC(=S)N=Nc1c(O)[nH]c2c(C)cc(C)cc12	96	10	94	94	94	-7	2	12	-63	97	95
O=C(Nc1ccc2c(c1)OCCO2)NC12CC3CC(CC(C3)C1)C2	95	9	101	99	99	-2	-31	27	-15	99	103
COCC(C)NC(=S)NC(=O)c1cc(S(=O)(=O)N2CCOCC2)ccc1C (centres undefined)	107	10	95	94	97	-3	-28	21	-16	96	97
CC(C)=CCN1CCN(Cc2cccn2-c2nccs2)CC1CCO (centres undefined)	95	10	100	98	102	-11	-4	10	-23	100	103
Cc1nn2c3ccccc3n(C)c2nc1=O	98	7	95	96	94	-6	nt	19	-4	94	91
Cn1c(SCC(=O)N2c3ccccc3Sc3ccc(Cl)cc32)nnc1-c1ccco1	95	32	100	97	97	9	-3	23	10	99	99
COc1ccc(C2C=C(c3ccc(Br)s3)Nc3ncnn32)cc1OC (centres undefined)	100	11	100	98	101	-6	nt	16	-58	100	101
CCOC(=O)c1sc(NC(=O)c2sccc2C)cc1C	97	7	98	96	99	-5	16	60	-11	95	96
Cc1[nH]c2ccccc2c1C(=O)CSc1ccc(F)cc1	97	6	98	96	99	6	-12	9	0	97	103
CC(C)Cc1cc(CN2CCCC(CO)(Cc3cccc(Cl)c3)C2)[nH]n1 (centres undefined)	100	10	98	99	96	17	10	18	-21	99	98
COC(=O)c1ccccc1NC(=O)COC(=O)/C=C/c1ccco1	101	23	97	96	98	9	18	12	95*	101	99
Cc1ccc2c(c1)N(Cc1ccc3c(c1)OCO3)C(=O)C(C)O2 (centres undefined)	97	11	101	99	104	13	nt	22	-28	104	100
CCc1ccccc1NC(=O)C1CCN(C(=O)c2ccc([N+](=O)[O-])cc2)CC1	103	7	97	98	96	13	18	20	-11	97	99
CC1CCCC(C)N1C(=O)Nc1cccc(Cl)c1 (centres undefined)	102	13	101	98	100	5	5	35	-27	101	106
Cc1ccc(-c2nnc(SCC(=O)N3CCCc4ccccc43)n2N)cc1	98	6	97	93	94	-6	-35	66	-23	99	107
O=C(COC(=O)c1ccc(F)cc1)NCCc1ccc(F)cc1	100	12	96	94	95	7	-18	9	-13	98	97
Cc1ccc(C(c2nnnn2CC2CCCO2)N2CCN(C)CC2)cc1 (centres undefined)	98	7	97	98	101	5	nt	13	-51	98	99
COc1ccc(S(=O)(=O)N(C)C)cc1NCC(=O)Nc1ccc(Br)cc1F	101	15	97	99	101	9	14	7	-27	98	103
CCOc1ccc(NC(=O)c2cccnc2Cl)c([N+](=O)[O-])c1	100	3	99	102	103	14	nt	8	-12	102	105
C/C(=N\NC(=O)c1ccc(CSc2cccc3cccnc23)cc1)C1CCCCC1	98	5	99	97	98	22	-3	9	10	99	106
CC(=O)NS(=O)(=O)c1ccc(N2C(=O)c3ccccc3C2=O)cc1	102	9	95	96	97	1	-12	20	-2	97	100
COc1ccc(N(CC(=O)NCc2ccco2)S(=O)(=O)c2ccc(C)cc2)cc1	96	12	97	97	98	-9	nt	25	-26	96	96
CCOc1ccccc1N(CC(=O)O)S(=O)(=O)c1ccc(C)cc1	96	12	96	90	95	-11	5	39	-15	97	96
CCCCc1[nH]nc2c1C1(C(=O)N(CC)c3ccccc31)C(C#N)=C(N)O2 (centres undefined)	103	5	104	100	105	106*	nt	34	0	103	106
CC(=O)Nc1ccc(N2CCCCC2)cc1	?	14	?	?	?	18	nt	28	-32	?	?
CNc1nc(Sc2cccc(C(F)(F)F)c2)cc(C(F)(F)F)n1	104	18	106	102	105	8	18	21	-9	103	102
COc1cc2c3nnc(-c4ccc(F)cc4)c-3cn(Cc3cccc(C)c3)c2cc1OC	98	8	99	99	101	-60	nt	25	-49	99	103
CCOn1c(=O)c(-c2cccc3ccccc23)[n+]([O-])c2ccccc21	96	7	95	98	96	11	21	15	-26	99	99
Cc1nn(C)c(Oc2ccccc2)c1CCNS(=O)(=O)c1ccc(Cl)cc1	94	10	98	96	99	-4	nt	15	-15	98	99
Cc1cccc(N(C(=O)c2csnn2)C(C(=O)NC(C)(C)C)c2cccnc2)c1 (centres undefined)	92	11	92	97	96	6	-16	13	1	96	101
C=CCn1c(SCC(=O)NCc2ccco2)nc2sc3c(c2c1=O)CCC3	101	12	99	97	101	15	nt	34	0	101	105
Cc1nc2cccc(C(=O)NCc3ccccc3)c2o1	103	18	103	99	104	23	-12	22	-61	104	103
CCOc1ccc(OC(=O)C(CCS(C)(=O)=O)N2C(=O)c3ccccc3C2=O)cc1 (centres undefined)	102	8	104	100	103	22	10	37	-14	103	103
COc1ccc(N2CCN(C(=O)CC(NC(N)=O)c3cccc(Oc4ccccc4)c3)CC2)cc1 (centres undefined)	100	7	101	99	99	18	19	16	-6	101	106
CCOC(=O)c1c(NC(=O)COC(=O)c2cc(OC)c(OC)cc2[N+](=O)[O-])sc(C)c1C	103	12	101	99	99	10	7	14	-20	101	102
S=c1[nH]nc(/C=C/c2ccccc2)o1	100	9	94	91	92	16	-16	12	-50	93	93
COc1cccc(CSc2nc3sc(C)c(C)c3c(=O)n2Cc2ccco2)c1	?	8	?	?	?	0	15	24	-38	?	?
O=C(Oc1cccc2ccccc12)c1cc(Cl)nc2ccccc12	99	8	98	96	101	15	12	18	34	98	102
Cc1cc(C)n2nc(CC#N)c(C#N)c2n1	95	22	97	96	95	-5	7	12	-9	95	99
Cn1nccc1C(=O)N1CCN(c2ncccn2)CC1	103	11	99	94	100	20	-9	20	-41	101	97
O=S(=O)(NCC1NCCc2ccccc21)c1ccccc1 (centres undefined)	99	23	95	92	91	10	-16	11	-17	93	97
CC(=O)Nc1nc(C)c(-c2csc(Nc3ccc(O)cc3)n2)s1	101	14	101	98	101	47	nt	15	-29	102	100
C=CCn1c(Cc2nc3ccc(Cl)cc3[nH]2)n[nH]c1=S	99	12	101	96	101	15	-27	31	-9	100	99
CSc1nc(-c2ccco2)nn1C(=O)Cc1ccccc1	100	24	103	102	103	8	nt	25	0	101	107
CCOc1ccc(S(=O)(=O)Nc2cc(Cl)ccc2O)cc1	99	15	99	97	98	-12	-2	18	-31	100	100
N#CCC(=O)Nc1ccc(C(=O)NCC(c2ccco2)N2CCCCC2)cc1 (centres undefined)	107	6	106	98	107	47	22	11	-8	105	104
COCCCNC(=O)CNC(=S)N(Cc1ccccc1)Cc1cccnc1	95	8	97	95	98	-2	nt	13	-48	97	104
Cc1ccc2c(CC(=O)O)coc2c1	95	15	99	99	101	12	nt	24	2	100	102
CCC1(C)N(O)C(C)(C)C(c2ccc(OC)cc2)=[N+]1[O-] (centres undefined)	101	23	104	98	103	-20	nt	25	-7	100	107

# The list continues.
mol	Rab7 wt modul	Avidin bead fluor	Rab2 wt GTP	Rac1 act GTP bind	Cdc42 wt GTP	Mcl1 Noxa PPI	Pf gametocyte	GSH fluor	Mcl1 Bid PPI	HRas wt GTP	Rac1 wt GTP bind
CCn1cc(C(=O)C(F)(F)F)c2ccccc21	98	22	97	99	99	17	3	14	-5	98	102
FC(F)(F)c1cc(-c2ccco2)nc(N2CCN(c3ccccc3)CC2)n1	101	6	100	98	100	16	nt	12	8	102	104
CC(=O)c1c(C(=O)O)[nH]c(C(=O)O)c1C	93	10	94	93	90	20	-8	15	10	93	100
CCCN1CNC(=S)N(Cc2ccccc2)C1	102	5	99	99	98	-5	-13	9	-53	101	106
COc1ccccc1-n1cnc2cc(C(=O)NCCCN3CCOCC3)ccc21	97	7	97	95	99	11	9	27	-14	98	98
O=C(CCNc1cc(Cl)cc(Cl)c1)c1ccco1	100	8	99	98	99	5	8	10	-21	99	102
COc1ccc(N2C(=O)C3CCCN3C2=O)cc1 (centres undefined)	100	65*	100	101	100	102*	-5	17	-6	99	99
COc1ccc(-c2noc(-c3ccoc3C)n2)cc1	107	9	99	97	96	11	8	28	-20	105	102
CCN(CC(=O)Nc1ccccc1OC)CC(=O)Nc1ccccc1C(F)(F)F	106	26	100	97	97	11	0	22	-10	98	95
COC(=O)c1sc(NC(=O)c2c(OC)cccc2OC)c(C#N)c1C	93	12	94	91	95	9	-5	14	0	94	95
CCOC(=O)CC(=O)CSc1nnc2sc3ccccc3n12	101	32	99	97	101	12	nt	23	17	99	103
S=C(NCCN1CCOCC1)Nc1ccc(-c2nc3ccccc3[nH]2)cc1	108	9	93	94	94	10	18	16	-23	97	95
CCOc1ccc(NS(=O)(=O)CC23CCC(CC2=O)C3(C)C)cc1 (centres undefined)	96	4	99	97	101	-7	6	16	-4	100	102
Cc1ccccc1-c1n[nH]c(=S)o1	106	10	101	94	97	4	-7	6	-57	101	101
Brc1ccc(-c2ccc(/C=N/Nc3nc(N4CCOCC4)nc(N4CCOCC4)n3)o2)cc1	99	16	95	92	88	31	2	14	34	95	96
CCC(C)OC(=O)C1=C(C)OC23OC(N)=C(C#N)C12C(=O)c1ccccc13 (centres undefined)	99	22	100	97	102	7	nt	13	-17	103	102
COc1ccc(-c2nnc(SCC(=O)Nc3nc4ccccc4s3)n2C)cc1	100	8	99	96	99	-13	nt	nt	11	98	99
COc1ccc(NC(=O)Nc2cccc(NC(C)=O)c2)c(OC)c1	97	2	96	97	96	13	-21	10	-19	98	101
CCCCCCn1cc(C(=O)O)c(=O)c2ccccc21	106	11	102	100	104	-17	-23	32	-7	103	106
